WT yeast gro inh: growth inhibition of WT yeast, mitochondrial fusion screen. mitochondrial fusion phenotypic screen, WT strain. inhibition, % at 10 µM. 190,000 tested, 2.1% active; in the data active means inhibition above about 58%; tested in S. cerevisiae
Hep lipid drop: hepatic lipid droplet formation modulation | inhibition, % at 6.5 µM | AML12 mouse hepatocytes, oleate lipid droplets, BODIPY imaging | 240,000 tested, 0.4% active;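 active means lipid droplet intensity inhibited by at least 50%, with more than 500 cells counted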
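Material – AML12 mouse liver cells · Also added – oleate loading, 100 µM · Compound dosing – 6.5 µM single-point dosing · Times – overnight treatment with compound plus oleate · Measured by – fluorescence imaging, 20x objective, two fields per well · Read-out – percent inhibition of filter-corrected integrated lipid droplet intensity per well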
CSM14.1 death rescue: protection against thapsigargin-triggered cell killing – 384-well, CSM14.1, ATP luminescence, primary screen (AID 1222) | CSM14.1 thapsigargin-induced death rescue, ATP luminescence; higher % means a stronger effect | cellular ATP content (survival), % at 20 µM, or EC50 in µM where a hit was titrated | 190,000 tested, under 10 active;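 active means EC50 below 50 µM in the dose-response confirmation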;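 further: death triggered by thapsigargin at about 15 µM added after 2 h compound pretreatment; cell ATP read after overnight thapsigargin exposure of roughly 18 to 22 hours; normalized against plate controls of thapsigargin alone and 5% DMSO vehicle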
UTI89 phage lysis: inhibition of K1F phage lysis, E. coli UTI89, bacterial capsule biogenesis inhibitors, alamar blue (AID 488966) | one-dose inhibition, % at 100 µM; IC50 in µM for titrated hits | E. coli UTI89 K1F phage lysis, alamar blue, 2 h; higher % means a stronger effect | 340,000 tested, 0.02% active;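 active means phage lysis inhibition, versus mean bacterial control, above a set limit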;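 further: capsule biogenesis inhibitors block K1F phage lysis so surviving cells raise fluorescence; higher fluorescence means more inhibition of phage lysis; actives were called in the ten point dose series up to 300 µM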
M1AAP inhibition: malaria alanyl aminopeptidase activity blockers – biochemical, fluorogenic H-Leu-NHMec substrate, 1536-well (AID 1445) | recombinant M1AAP, H-Leu-NHMec fluorogenic kinetic assay; higher % means a stronger effect | one-dose inhibition, % at 30 µM; IC50 in µM for titrated hits | 220,000 tested, 0.42% active;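 active means primary inhibition above the hit cutoff, then over 50% inhibition at one or more dose response concentrations, cut at about 23% in these data, passing the limit was not always enough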;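 further: plate controls were DMSO full reaction for no effect and no enzyme background for full effect; strong numbers were not always called active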
PMI inhibitors: MPI enzyme activity inhibition – biochemical, fluorescence intensity, coupled assay, primary screen (AID 1209); purified PMI enzyme, coupled fluorescence intensity; higher % means a stronger effect; inhibition, % at 20 µM; hits with a dose series show IC50 in µM; 190,000 tested, 0.42% active;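 further: plate controls were DMSO vehicle for no effect and wells lacking substrate for full effect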
human PMI inhibitors: human PMI inhibitors, high substrate, primary screen, biochemical, fluorescence intensity, high mannose 6-phosphate (AID 1220); recombinant PMI enzyme, coupled fluorescence intensity; higher % means a stronger effect; one-dose inhibition, % at 20 µM; IC50 in µM for titrated hits; 190,000 tested, 0.66% active
Myeloid diff 2: compounds promoting myeloid differentiation; ER-HoxA9 myeloid progenitors, lysozyme-GFP differentiation, flow cytometry; calls only at 10 µM; AID 624256; 360,000 tested, 1% active;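 active means normalized GFP-positive differentiation at or above the plate's own cutoff, the solvent-only control mean plus 3 SD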;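 further: cells exposed to compound for four days before flow analysis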
TNAP activation fold: human TNAP enzyme activators, primary screen, biochemical, luminescent, no phosphate acceptor, uHTS (AID 1001). purified TNAP, luminescent activation assay, no phosphate acceptor; higher activation fold means a stronger effect. one-dose activation fold at 20 µM; EC50 in µM for titrated hits. 200,000 tested, 0.03% active; in the data active means activation fold from about 3, or a potency from the dose series; inactive means the rest, 99 in 100 with activation fold below about 1.6; further: many of its hits are not listed in these tables
WT yeast gro inh mutant strain: second read-out of WT yeast gro inh, no call of its own (marks repeat the call); inhibition, %; mitochondrial fusion phenotypic screen, mutant strain inhibition
Hep lipid drop cells 6.5 µM: second read-out of Hep lipid drop, no call of its own (marks repeat the call); cell count; measured here: cell count, cytotoxicity flag;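 cells counted across two imaged fields per well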
Myeloid diff 2 GFP+ MAC1+ %: recorded beside Myeloid diff 2, whose call it bears; GFP+ MAC1+ double positive, %; measured here: differentiation confirmed by MAC1 staining
The depositor's hits bear a star; i = inactive; x = not tested or not shown; [ ] = another dose, or the depositor's remark. Unless noted, no stated cut-off is given here; in the data, active means inhibition above about 50%; inactive means the rest. This is a random part of the collection; overall some 4.6% were active at least once.

SMILES	WT yeast gro inh	WT yeast gro inh mutant strain	Hep lipid drop	Hep lipid drop cells 6.5 µM	CSM14.1 death rescue	UTI89 phage lysis	M1AAP inhibition	PMI inhibitors	human PMI inhibitors	Myeloid diff 2	Myeloid diff 2 GFP+ MAC1+ %	TNAP activation fold
O=C(O)C1CCC(=O)N1C1CCCC1 (stereo unspecified)	3.8	82.7	-7.4	657	-2.7%	0.7%	6.5%	6.9%	7.7%	i	0.7	1.1
O=C(CC1C(=O)NCCN1CC1CCCCC1)NCc1ccc(Cl)cc1 (stereo unspecified)	-4.2	2.1	-7.6	710	-1.6%	0.5%	0.5%	1.3%	4.9%	i	0.0	1.1
CC(C)CC(=O)N1CCN(S(=O)(=O)c2ccccc2)CC1	-3.3	-13.1	-1.4	740	-1.1%	0.0%	2.3%	4.9%	-1.4%	i	1.3	1
Cc1ccc(NC(=O)Cc2nnc(SCC(=O)Nc3ccccc3)n2C)cc1	-11.0	-9.0	-0.3	715	-0.1%	1.5%[50 µM]	4.9%	-12.7%	-10.5%	i	1.5	1.1
COc1ccc(-c2ncncc2-c2ccc(Cl)cc2)c(O)c1	x	x	-9.8	728	x	0.0%	2.9%	x	x	i	0.3	x
CSc1nc(N)c(C#N)c(-c2ccccc2Cl)c1C#N	-10.3	-11.6	2.8	798	0.4%	1.2%	8.3%	15.9%	11.7%	i	0.7	1.1
CCOC(=O)Cc1c(C)nc2c(-c3ccc(Cl)cc3)c[nH]n2c1=O	0.1	5.1	-8.8	778	2.1%	-1.2%	1.5%	4.4%	-0.5%	i	1.0	1.1
Cc1ccc(N(CCC(=O)Nc2nnc(C3CC3)s2)S(=O)(=O)c2ccccc2)cc1	1.0	9.9	3.3	673	-1.0%	x	31.5%	9.5%	0.9%	x	x	1.1
Clc1ccc(CNc2ccc(CNc3ncn[nH]3)cc2)c(Cl)c1	x	x	-4.2	709	x	-1.5%	2.5%	x	x	i	0.8	x
O=C(c1ccccc1)c1ccccc1N1C(=O)C=CC1=O	x	x	-9.9	473	x	-0.4%	2.6%	x	x	i	0.4	x
COc1cccc(C(=O)NC2CCN(CC(=O)Nc3nccs3)CC2)c1	4.8	-13.8	x	x	1.1%	0.5%	31.6%	1.5%	-0.7%	i	0.8	1
CC(Cl)C(=O)Nc1cc(C(C)(C)C)nn1-c1ccccc1 (stereo unspecified)	-13.9	-9.3	-3.4	693	-0.1%	-1.7%	1.4%	-1.4%	2.9%	i	0.1	1.2
CCSc1sccc1C1C(C#N)=C(N)N(c2cccnc2)C2=C1C(=O)CC(C)(C)C2 (stereo unspecified)	5.3	-5.2	x	x	0.4%	11.3%	3.1%	-5.7%	34.7%	i	0.6	1.1
Nc1nc(CSc2ccccn2)nc(Nc2ccccc2)n1	2.2	23.1	9.2	579	0.2%	0.1%	0.3%	-3.1%	-3.7%	i	0.8	1
CCOc1cc(C2C3=C(CCCC3=O)OC3=C2C(=O)CCC3)cc([N+](=O)[O-])c1O	0.6	-18.2	15.6	655	-1.2%	0.1%	46.3µM*	-6.3%	9.9%	i	0.6	0.9
CC(=O)N(CC(=O)Nc1nn(-c2ccccc2)nc1C(N)=O)Cc1ccccc1	5.1	2.1	x	x	-0.3%	-0.2%	2.5%	-1.8%	25.1%	i	2.0	1
c1cnc(-c2noc(CN3CCN(C4CCCC4)CC3)n2)cn1	-15.3	-10.8	-8.9	671	-0.2%	1.1%	x	-3.4%	-2.7%	i	0.1	1
COc1ccc(/C=C2/SC(c3ccc(C)cc3)=NC2=O)cc1OC	-4.2	1.3	x	x	-3.6%	0.1%	10.2%	4.8%	3.3%	i	1.0	1
Cc1onc(-c2ccccc2Cl)c1C(=O)NCCN1CCOCC1	-6.2	-1.5	-0.3	752	-2.6%	0.0%	-0.7%	2.3%	-5.6%	i	1.5	1.1
Cc1scc(C(=O)NCc2ccco2)c1-c1ccccc1	-5.9	0.0	-1.9	728	0.7%	-1.2%	9.2%	0.5%	-5.5%	i	10.4	1.1
COCC(C)NC(=O)Cc1ccc(Cl)cc1 (stereo unspecified)	-6.8	5.4	-17.0	612	-1.2%	1.4%	4.6%	8.6%	1.3%	i	0.4	1.1
CCC(C)NC(=O)CN(c1cc(Cl)ccc1OC)S(C)(=O)=O (stereo unspecified)	-13.2	7.8	-1.9	557	-2.4%	-0.1%	5.3%	1.7%	-8.5%	i	0.2	1.2
Cn1c(SCC(=O)NCc2ccccc2)nc2c([nH]c3ccccc32)c1=O	-4.0	-2.0	11.1	665	-0.5%	x	8.5%	-0.7%	2.7%	x	x	1.2
OCCC1CN(Cc2cccn2-c2ncccn2)CCN1Cc1ccccc1 (stereo unspecified)	6.3	-2.7	-7.7	706	0.0%	-0.2%	-1.1%	7.6%	5.2%	i	0.3	1.1

Some values from the results shown.
CCOc1cc(C2C3=C(CCCC3=O)OC3=C2C(=O)CCC3)cc([N+](=O)[O-])c1O in WT yeast gro inh mutant strain reads -18.2
Nc1nc(CSc2ccccn2)nc(Nc2ccccc2)n1 in Myeloid diff 2 GFP+ MAC1+ % reads 0.8

(list continues)
SMILES	WT yeast gro inh	WT yeast gro inh mutant strain	Hep lipid drop	Hep lipid drop cells 6.5 µM	CSM14.1 death rescue	UTI89 phage lysis	M1AAP inhibition	PMI inhibitors	human PMI inhibitors	Myeloid diff 2	Myeloid diff 2 GFP+ MAC1+ %	TNAP activation fold
CCOC(=O)C1=C(C)N=C2SC(C)C(=O)N2C1c1ccc(C(=O)OC)cc1 (stereo unspecified)	-12.0	-6.7	x	x	-1.4%	1.6%	2.3%	17.4%	12.6%	i	0.7	1.1
CCOC(=O)c1c(NC(=O)CSc2nc3cc(Cl)ccc3s2)sc(C(C)=O)c1C	-2.2	1.2	1.5	695	-2.2%	x	2.2%	-1.3%	-0.4%	x	x	1.1
Cc1nc([N+](=O)[O-])cn1CCC#N	x	x	20.3	773	x	0.3%	2.3%	x	x	i	0.6	x
CC1CC(C)CN(c2cc(N(C)CCO)c([N+](=O)[O-])c3nonc23)C1 (stereo unspecified)	-6.3	4.6	-13.9	674	1.2%	0.1%	16.1%	3.6%	24.6%	i	0.1	0.8
COc1ccc(NC(=O)N(CCC(C)C)C(C)c2ccccn2)c(OC)c1 (stereo unspecified)	6.3	-7.6	x	x	1.3%	0.8%	7.8%	17.1%	46.9%	i	1.7	1.1
O=C(Nc1ccc2c(c1)OCCO2)C(=S)NCc1ccccc1	38.5	2.6	-5.9	720	x	0.2%	3.0%	19.0%	14.5%	i	0.8	2.1
Cc1ccc2oc3nc(C)c(C(=O)O)cc3c(=O)c2c1	23.9	24.5	x	x	0.2%	0.2%	2.9%	-6.8%	-11.6%	i	0.5	1.1
O=c1c2c3c(sc2n(CCN2CCCC2)c(=O)n1Cc1ccco1)CCCCC3	-2.7	6.2	-3.1	603	-2.2%	0.0%	4.5%	8.2%	1.4%	i	0.3	1.1
O=C(c1cc(Cl)ccc1[N+](=O)[O-])n1cnc2ccccc21	-30.0	-15.6	3.7	699	-2.1%	-4.8%	4.1%	-10.7%	1.3%	i	0.5	1
CCN(CC)CCOc1cccc(C(C)C)c1	8.1	23.2	-5.4	596	x	0.4%	-11.5%	8.6%	-3.9%	i	0.7	1.1
CCN(CC)C(=O)CSc1nc(O)cc(=O)n1CC	-18.2	-8.8	x	x	-0.5%	-0.5%	4.7%	1.7%	-1.0%	i	5.3	1.1
COc1cc(SC)ccc1C(=O)Nc1nccs1	32.8	21.3	3.6	633	-4.8%	-0.5%	1.1%	0.2%	-0.9%	i	0.2	1.1
c1coc(Cn2c(SCc3nc4ccccc4[nH]3)nnc2-c2cnccn2)c1	5.0	-5.8	x	x	1.1%	-0.4%	10.4%	-4.7%	-11.9%	i	1.6	1.1
O=C(NCCC1=CCCCC1)c1ccc(Cl)c([N+](=O)[O-])c1	37.1	11.2	-1.0	676	-1.0%	1.0%[50 µM]	1.6%	-2.3%	-0.6%	i	0.0	1
CCCN1CCC(NC(=O)CCc2nnc(-c3ccccc3)o2)CC1	-1.8	-7.6	-2.3	723	-0.9%	0.1%	0.0%	11.8%	7.8%	i	1.0	1.1
CCN1CCN(C(=O)c2c(-c3c(F)cccc3Cl)noc2C)CC1	8.2	18.0	-0.3	784	-1.3%	0.0%	1.1%	9.5%	-2.7%	i	0.6	1.1
O=C(NN=C1CCN(Cc2ccccc2)CC1)c1ccccc1O	-2.8	2.9	2.7	676	-5.1%	-0.1%	8.8%	-25.2%	-15.0%	i	0.9	1.1
OCCC1CN(Cc2cccc3c2OCO3)CCN1C1CCCC1 (stereo unspecified)	5.7	-12.5	-37.4	674	-0.8%	-0.2%	-0.4%	5.1%	8.6%	i	0.7	1
C=CCn1nnnc1-c1cccc(Cl)c1	-2.1	6.9	-2.9	691	-0.9%	-0.9%	-0.7%	-21.0%	-3.8%	i	0.7	0.8
COC(=O)c1sc(=S)sc1C(=O)OC	-17.7	7.4	x	x	2.2%	3.8%	-3.6%	0.9%	-1.1%	i	3.0	1

A different layout for some results above.
Every second line gives: WT yeast gro inh, WT yeast gro inh mutant strain, Hep lipid drop, Hep lipid drop cells 6.5 µM, CSM14.1 death rescue, UTI89 phage lysis, M1AAP inhibition, PMI inhibitors, human PMI inhibitors, Myeloid diff 2, Myeloid diff 2 GFP+ MAC1+ %, TNAP activation fold
O=C(NCCC1=CCCCC1)c1ccc(Cl)c([N+](=O)[O-])c1
    37.1, 11.2, -1.0, 676, -1.0%, 1.0%[50 µM], 1.6%, -2.3%, -0.6%, i, 0.0, 1
CCCN1CCC(NC(=O)CCc2nnc(-c3ccccc3)o2)CC1
    -1.8, -7.6, -2.3, 723, -0.9%, 0.1%, 0.0%, 11.8%, 7.8%, i, 1.0, 1.1
CCN1CCN(C(=O)c2c(-c3c(F)cccc3Cl)noc2C)CC1
    8.2, 18.0, -0.3, 784, -1.3%, 0.0%, 1.1%, 9.5%, -2.7%, i, 0.6, 1.1
O=C(NN=C1CCN(Cc2ccccc2)CC1)c1ccccc1O
    -2.8, 2.9, 2.7, 676, -5.1%, -0.1%, 8.8%, -25.2%, -15.0%, i, 0.9, 1.1
OCCC1CN(Cc2cccc3c2OCO3)CCN1C1CCCC1 (stereo unspecified)
    5.7, -12.5, -37.4, 674, -0.8%, -0.2%, -0.4%, 5.1%, 8.6%, i, 0.7, 1
C=CCn1nnnc1-c1cccc(Cl)c1
    -2.1, 6.9, -2.9, 691, -0.9%, -0.9%, -0.7%, -21.0%, -3.8%, i, 0.7, 0.8

Source: PubChem BioAssay (several laboratories)
